# From PubChem BioAssay
# TIM10 inh: TIM10 yeast growth inhibition; inhibition, % at 10 µM; S. cerevisiae TIM10 strain growth, BacTiter-Glo luminescence, 24 h; 330,000 tested, 1.4% active;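 active = inhibition of 40% or more at the single tested concentration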;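 also: wild-type TIM10 isogenic control strain grown at permissive 25 °C; 0% = DMSO yeast wells and 100% = minimal medium wells without yeast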
# MIN6 prolif: induces beta-cell replication in MIN6 cells; proliferation, % at 10 µM; MIN6 cells proliferation, ATPlite luminescence, 48 h; cells starved in 0.2% serum; 100% = growth in 10% serum; 330,000 tested, 0.29% active;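 active = compounds whose signal lies at least 3.5 SD above the mean of all wells on their plate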;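 also: 0% = DMSO-treated cells in low-serum medium and 100% = 10% serum control; some compounds called inactive have numbers as strong as hits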
# tim23-1 inh: tim23-1 yeast growth inhibition | S. cerevisiae tim23-1 growth, BacTiter-Glo luminescence, 24 h | inhibition, % at 20 µM | AID 463212 | 330,000 tested, 1.3% active;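 active = growth inhibition of the mutant yeast at or above 50%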;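 also: temperature-sensitive mutant grown at 25 °C; plate controls were DMSO-treated mutant yeast for no effect and medium wells lacking yeast for full effect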
# tim10-1 inh: inhibits growth of tim10-1 mutant yeast. S. cerevisiae tim10-1 ts strain growth, BacTiter-Glo, 24 h. inhibition, % at 20 µM. 330,000 tested, 2.2% active;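 active = inhibition of at least 40%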;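 also: mutant grown at 25 °C; 0% = DMSO wells with yeast and 100% = wells holding no yeast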
# APJ antagonist: antagonists of human APJ apelin receptor. CHO-K1 APJ beta-arrestin complementation, luminescence. P35414. 330,000 tested, 0.32% active. AID 2521. inhibition, % at 20 µM;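 active = inhibition above about 40% at 20 µM, limit read from the data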;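 also: cells challenged with 10 nM apelin-13 agonist together with compound; plate controls were apelin-13 plus DMSO wells for no effect and DMSO wells lacking apelin-13 for full effect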
# Target sequence (P35414 whole entry, looked up): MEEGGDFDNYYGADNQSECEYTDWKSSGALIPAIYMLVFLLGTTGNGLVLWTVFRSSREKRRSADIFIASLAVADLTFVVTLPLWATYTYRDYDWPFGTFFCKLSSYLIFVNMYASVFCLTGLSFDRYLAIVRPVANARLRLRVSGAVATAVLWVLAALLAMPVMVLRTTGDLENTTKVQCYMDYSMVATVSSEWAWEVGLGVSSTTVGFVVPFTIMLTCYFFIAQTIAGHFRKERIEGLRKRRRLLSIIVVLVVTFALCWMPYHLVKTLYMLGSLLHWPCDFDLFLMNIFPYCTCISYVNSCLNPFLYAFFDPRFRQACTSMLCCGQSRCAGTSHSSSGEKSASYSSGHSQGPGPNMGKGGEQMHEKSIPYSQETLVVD
# GRIN3A LBD mod: modulates the human NR3A ligand-binding domain; 340,000 tested, 2.5% active; NR3A LBD differential scanning fluorimetry, Tm shift; 0% = protein alone, 100% = glycine-bound protein; Tm shift relative to glycine control, % at 25 µM; AID 1259313;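 active = melting temperature shift of at least 10% of the positive control shift, at one fixed dose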
# APJ ag: agonists of human APJ apelin receptor; P35414; activation, % at 20 µM; CHO-K1 APJ PathHunter beta-arrestin, luminescence; 0% DMSO wells, 100% apelin; AID 2520; 330,000 tested, 0.11% active;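 active = activation more than six SD over the plate average, tested at 20 µM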;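 also: 0% = DMSO alone and 100% = apelin-13 at 10 nM; some results filed as inactive read as strong as hits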
#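 Material: CHO-K1 APJ beta-arrestin complementation cell line; Input: cell density 1000 per well; Incubation: compound stimulation 90 min at 25 °C, detection 60 min; Signal: luminescence from split beta-galactosidase complementation, Galacton Star/Emerald II substrate; Controls: DMSO-only wells as negative, 10 nM Apelin-13 as positive control.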
# MPTP inh: permeability transition pore inhibition; isolated mouse mitochondria, Ca2+ swelling absorbance, 30 min; inhibition, % at 10 µM; 360,000 tested, 1.4% active;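 active = inhibition of 50% or more, scaled per plate between neutral and stimulator controls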;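 also: 0% = DMSO wells given calcium and 100% = 1 mM EGTA wells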
# NLRP3 yeast inh: blocks the NALP3 inflammasome reconstituted in yeast; Yeast reconstituted NLRP3/ASC/caspase-1, beta-gal luminescence, 24 h; inhibition, % at 10 µM; 330,000 tested, 0.39% active; AID 2825;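 active = inhibition of 50% or more; inactive = inhibition below 50%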;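 also: plate controls were induced DMSO wells for no effect and uninduced yeast grown without galactose for full effect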
# Starred values were filed as active, the others as inactive; x = no result given.
cpd	SMILES	tim23-1 inh	TIM10 inh	MPTP inh	tim10-1 inh	APJ antagonist	NLRP3 yeast inh	GRIN3A LBD mod	APJ ag	MIN6 prolif
1	COc1cccc(Nc2nc3ccccc3nc2-n2nc(C)cc2C)c1	13.7	3.0	4.3	0.3	13.9	4.9	3.6	-0.8	-5.9
2	O=C(O)COc1c(Cl)cc(/C=C2/NC(=O)NC2=O)cc1Br	18.9	3.5	-1.4	-3.4	-76.6	12.6	-5.8	1.5	-0.3
3	O=C1/C(=C/c2cccnc2)N=C2CCCCCN12	1.7	-1.1	-3.7	8.8	-5.5	10.0	-2.2	-3.5	-1.7
4	CCOc1cc(/C=C2\C(=O)ON=C2c2ccccc2)cc(Br)c1O	48.3	11.6	5.2	45.2*	46.5*	19.1	x	-6.8	-6.8
5	Cn1c(CNC(=O)CNS(=O)(=O)c2ccccc2)cc(=O)n(C)c1=O	-4.9	6.0	-1.6	2.1	-15.0	8.2	-0.7	7.4	-0.9
6	Cc1cc(Cl)ccc1OCCCC(=O)NCc1ccncc1	-5.0	-23.3	-3.9	24.6	11.3	7.6	21.3*	-1.9	0.0
7	CCOC(=O)C1CCN(C(=S)Nc2cccc(C)c2C)CC1	5.0	1.7	0.2	20.8	13.0	8.2	0.5	-1.1	0.0
8	C=CCN(CC=C)C(=S)NC(=O)/C=C/c1ccccc1	7.1	2.1	-0.3	24.6	-7.7	-2.5	-6.0	-2.8	-0.3
9	O=C(CN1c2cccc3cccc(c23)S1(=O)=O)NCCc1ccccc1	3.9	2.4	-0.4	-0.4	-8.3	1.1	-2.2	-1.8	-2.5
10	O=C(NCC1CCCO1)c1cc(-c2ccccc2)nc2ccc(Br)cc12 (stereo not drawn)	27.8	-11.3	1.3	24.2	-21.2	32.6	-7.2	-0.7	5.5

# (continued)
cpd	SMILES	tim23-1 inh	TIM10 inh	MPTP inh	tim10-1 inh	APJ antagonist	NLRP3 yeast inh	GRIN3A LBD mod	APJ ag	MIN6 prolif
11	O=[N+]([O-])c1ccc2[nH]c3c(c2c1)CCCC3O (stereo not drawn)	-0.3	19.5	-0.6	15.0	1.9	20.6	5.4	-2.0	-2.0
12	COc1ccc(NC(=S)N2CCN(S(C)(=O)=O)CC2)cc1OC	-13.3	-1.5	-0.6	-5.3	-8.8	10.3	-1.2	-0.4	-1.6
13	Cc1cccc(NC(=O)NC(=O)c2ccccc2)n1	8.1	-1.3	-0.4	11.4	-8.7	17.4	-0.8	3.1	0.6
14	Cc1c(C(=O)N(Cc2ccc(N(C)C)cc2)CC2CCCO2)oc2ccccc12 (stereo not drawn)	29.5	-7.3	-0.7	30.6	-8.2	3.8	-3.6	-3.7	-2.1
15	Cc1nn(-c2ccccc2)cc1C(=S)Nc1ccccc1	38.1	17.5	3.4	31.1	1.9	52.1*	0.3	-1.2	-2.2
16	COc1ccc(OC)c(N/C(C)=C/C(=O)c2ccccc2)c1	19.0	12.5	1.3	9.9	-11.8	38.1	-0.9	-3.4	-4.5
17	CNc1ccccc1C(C)(C)c1cc(-c2cccc(OC)c2)no1	31.1	29.2	35.8	24.4	-8.3	25.9	-1.4	-2.7	-4.8
18	CCOc1ccc(S(=O)(=O)N2CCC(C(=O)NC3CCCC3)CC2)cc1	12.6	11.3	-0.1	19.2	-3.0	11.3	-3.8	-7.7	-4.5
19	CC12CCC(=O)N1C(C(=O)Nc1nc(-c3cc(F)ccc3F)cs1)CS2 (stereo not drawn)	7.7	-2.1	-2.1	5.5	11.1	15.7	1.2	6.7	0.3
20	C/C(=N\NC(=O)c1ccco1)c1cccc2ccccc12	17.2	-11.9	-0.6	10.9	-3.0	26.8	-0.9	-3.3	-5.0

# (next part)
cpd	SMILES	tim23-1 inh	TIM10 inh	MPTP inh	tim10-1 inh	APJ antagonist	NLRP3 yeast inh	GRIN3A LBD mod	APJ ag	MIN6 prolif
21	NC(=O)c1nsc(C(=O)N(c2ccccc2)C(C(=O)NCC2CCCO2)c2ccc3ncccc3c2)c1N (stereo not drawn)	13.4	-6.7	-2.7	16.6	2.4	17.1	-2.0	2.3	0.0
22	CCC(=O)N1c2ccc(S(=O)(=O)NCCc3ccc(C)cc3)cc2CC1C (stereo not drawn)	31.5	10.1	1.8	28.5	9.2	5.8	0.3	3.3	-4.4
23	Cc1cc(C)nc(N2CCC(C(=O)NC3CCCCCC3)CC2)n1	24.0	11.3	1.1	15.0	-8.2	5.3	-1.3	-5.2	-1.2
24	COc1ccc(N2CCN(C(=O)CNC(=O)c3cccs3)CC2)cc1	3.8	-2.0	-0.6	-5.6	-2.2	-1.9	-1.1	-2.2	-1.4
25	CCOC(=O)C(C)Sc1nc2c(c(-c3cccs3)c1C#N)CCC2 (stereo not drawn)	33.8	28.6	-0.3	33.9	23.2	18.1	-1.5	-1.2	-4.0
26	Cc1ccsc1C(=O)N1CCN(c2ccccn2)CC1	1.3	-7.7	-0.2	9.7	-3.6	26.0	0.3	1.8	-0.4
27	Cc1ncc(CSc2ccc(Cl)cc2)c(CO)c1O	3.6	3.0	1.7	-0.7	3.3	10.3	0.5	-1.1	-1.3
28	CSc1ccc(S(=O)(=O)N2CCCC2)cc1	3.5	-1.5	0.7	-13.7	11.0	16.6	-0.1	-4.9	-0.5
29	CN(/N=C/c1ccc2c(c1)OCO2)c1nc(N2CCOCC2)nc(N2CCOCC2)n1	23.0	2.4	-1.4	6.9	11.9	8.8	-0.2	-2.7	-0.4

# An excerpt from above in order of SMILES length, largest number first.
cpd	SMILES	tim23-1 inh	TIM10 inh	MPTP inh	tim10-1 inh	APJ antagonist	NLRP3 yeast inh	GRIN3A LBD mod	APJ ag	MIN6 prolif
21	NC(=O)c1nsc(C(=O)N(c2ccccc2)C(C(=O)NCC2CCCO2)c2ccc3ncccc3c2)c1N (stereo not drawn)	13.4	-6.7	-2.7	16.6	2.4	17.1	-2.0	2.3	0.0
19	CC12CCC(=O)N1C(C(=O)Nc1nc(-c3cc(F)ccc3F)cs1)CS2 (stereo not drawn)	7.7	-2.1	-2.1	5.5	11.1	15.7	1.2	6.7	0.3
18	CCOc1ccc(S(=O)(=O)N2CCC(C(=O)NC3CCCC3)CC2)cc1	12.6	11.3	-0.1	19.2	-3.0	11.3	-3.8	-7.7	-4.5
25	CCOC(=O)C(C)Sc1nc2c(c(-c3cccs3)c1C#N)CCC2 (stereo not drawn)	33.8	28.6	-0.3	33.9	23.2	18.1	-1.5	-1.2	-4.0
23	Cc1cc(C)nc(N2CCC(C(=O)NC3CCCCCC3)CC2)n1	24.0	11.3	1.1	15.0	-8.2	5.3	-1.3	-5.2	-1.2
20	C/C(=N\NC(=O)c1ccco1)c1cccc2ccccc12	17.2	-11.9	-0.6	10.9	-3.0	26.8	-0.9	-3.3	-5.0
26	Cc1ccsc1C(=O)N1CCN(c2ccccn2)CC1	1.3	-7.7	-0.2	9.7	-3.6	26.0	0.3	1.8	-0.4
27	Cc1ncc(CSc2ccc(Cl)cc2)c(CO)c1O	3.6	3.0	1.7	-0.7	3.3	10.3	0.5	-1.1	-1.3
28	CSc1ccc(S(=O)(=O)N2CCCC2)cc1	3.5	-1.5	0.7	-13.7	11.0	16.6	-0.1	-4.9	-0.5

# Outcome played no part in choosing rows, and some 7.2% of all compounds hit somewhere here.
